influenza NS1A: H1N1 influenza NS1A inhibitors, functional cell based assay (AID 504329); NS1A functional cell-based assay, percent inhibition; higher % means a stronger effect; one-dose inhibition, % at 12.5 µM; IC50 in µM for titrated hits; 0.3% of 340,000 active; in the data active = a potency from the dose series; inconclusive = inhibition above about 27% without an active follow-up result; also: strong numbers were not always called active
M. tuberculosis HTS: M. tuberculosis growth inhibition, HTS (AID 449762). 0.59% of 330,000 active. one-dose inhibition, % at 25 µM; IC50 in µM for titrated hits. M. tuberculosis H37Rv growth inhibition, 7H9 media; higher % means a stronger effect; in the data active = a potency from the dose series; inconclusive = inhibition above about 70% without an active follow-up result;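 also: bacterial growth assessed after seven days of incubation; strong numbers were not always called active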
PhoP GFP inhibition: PhoP regulon inhibitors, Salmonella typhi PhoP promoter GFP reporter, confirmatory (AID 1850) | 0.33% of 310,000 active | Salmonella Typhi PhoP-promoter GFP reporter, fluorescence, 4 h; higher % means a stronger effect | inhibition, % at 50 µM, or IC50 in µM where a hit was titrated; in the data active = a potency from the dose series; inconclusive = inhibition mostly from about 25% at the one dose, without a potency; inactive = the rest, 99 in 100 with inhibition below about 19%;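 also: 0% = induced wells with vehicle and 100% = uninduced wells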
tuberculosis growth: growth inhibition of non-replicating M. tuberculosis (AID 488890) | Mycobacterium tuberculosis non-replicating, growth inhibition; higher % means a stronger effect | inhibition, % at 25 µM; hits with a dose series show IC50 in µM | 0.39% of 320,000 active; in the data active = a potency from the dose series; inconclusive = inhibition mostly from about 82% at the one dose, without a potency; inactive = the rest, 99 in 100 with inhibition below about 76%;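 also: plate controls were DMSO cells for no effect and high antibiotic wells for full effect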
inhibitors of VEEV: inhibitors of VEEV TC-83 cytopathic effect, confirmation, Vero cells (AID 588727); 0.13% of 350,000 active; one-dose inhibition, % at 20 µM; IC50 in µM for titrated hits; Vero cells, VEEV TC-83 cytopathic effect inhibition; higher % means a stronger effect; in the data active = a potency from the dose series; inconclusive = inhibition mostly from about 14% at the one dose, without a potency; inactive = the rest, 99 in 100 with inhibition below about 12%; also: strong numbers were not always called active
inhibitors of VEEV 10K pilot screen: also measured in inhibitors of VEEV; calls as there; inhibition, %; measured here: 10K pilot screen inhibition
An asterisk follows results filed as active; i = inactive; ? = inconclusive; . = not tested or not shown. An unsorted share of the library (roughly 1.6% active in at least one column).

SMILES	influenza NS1A	M. tuberculosis HTS	PhoP GFP inhibition	tuberculosis growth	inhibitors of VEEV	others
CN(C(=O)C1CCOC1)c1nnc(-c2ccncc2)s1 (stereo not drawn)	6.7%	-0.4%	0.5%	-0.3%	3.0%
OCCC1CN(Cc2nc3ccccc3[nH]2)CCN1C1CCCC1 (stereo not drawn)	-3.2%	-3.2%	3.2%	-2.9%	0.3%
Cc1nn(-c2ccccc2)c(CC(C)(C)C(=O)O)c1C(=O)O	-2.4%	-8.6%	-5.5%	0.0%	1.1%
CCCCCOC(=O)C1=C(C)Nc2ncnn2C1c1cccs1 (stereo not drawn)	-3.1%	6.0%	6.1%	.	4.6%	inhibitors of VEEV 10K pilot screen=5.2
COc1ccc2ccccc2c1/C=N/NC(=O)c1cccc(Br)c1	-1.3%	20.8%	-3.3%	-5.8%	8.4%
Cc1ccccc1NC(=O)N1C2CCC1CC(O)(c1cccnc1)C2 (stereo not drawn)	10.6%	2.4%	-1.7%	14.9%	0.8%
Cc1c(C)c(C)c(/C=[N+](/C)[O-])c(C)c1C	-4.9%	-6.3%	-1.3%	-4.8%	1.5%
CN1CCc2c(sc(NC(=O)C3CCN(S(=O)(=O)c4cccs4)CC3)c2C(N)=O)C1	-9.8%	52.4%	10.1%	2.0%	9.1%
CN(C)c1ccc(S(=O)(=O)NCC(=O)NCC2CCCCC2)cc1[N+](=O)[O-]	6.0%	10.6%	-8.6%	2.4%	i
COc1cccc(NC(=S)N(CCCN2CCN(C)CC2)Cc2ccco2)c1	8.2%	-1.6%	-9.0%	-15.6%	0.5%
COc1cc2c(C(=O)N3CCCc4ccccc43)cn(C)c(=O)c2cc1OC	-2.5%	-0.1%	-0.3%	4.8%	5.8%
Cn1c2ccccc2c(=O)c2ccc(NCc3ccc4c(c3)OCO4)cc21	-3.0%	.	.	.	1.6%
CC(C)Cc1ccc(C(C)C(N)=Nc2ccc(O)cc2)cc1 (stereo not drawn)	-16.6%	1.9%	10.2%	57.6%	2.9%
COc1ccc(-n2c(SCC(=O)Nc3ccccc3)nc(O)cc2=O)cc1	-5.5%	0.1%	-1.6%	12.4%	0.7%
C/C(=N\NC(=O)c1ccc(Cl)cc1)c1ccc(Br)s1	-7.1%	?	5.2%	?	3.4%
C=C1CC[C@@H]2[C@](C)(CCC[C@@]2(C)/C=C/[C@@H](O)C(C)(C)O)[C@H]1CC(=O)NCCS(=O)(=O)O	-10.3%	.	.	.	0.4%
CCN1CCN(Cc2ccc(C)cc2)CC1	-5.5%	-5.9%	1.9%	-12.5%	3.0%
CCOC(=O)c1c(NC(=O)CCC(=O)NCc2ccco2)sc2c1CCCC2	-2.9%	7.1%	-13.4%	2.1%	2.2%
O=S(=O)(/N=C(/Nc1ccc(F)cc1F)c1ccc(Cl)cc1)c1ccccc1	8.2%	-5.4%	4.0%	-4.9%	3.2%
COc1ccc(S(=O)(=O)N(CC(=O)NCc2ccco2)C2CCCCC2)cc1OC	-5.2%	-3.0%	-1.9%	60.5%	i
C(=C\N1CCCCCC1)/c1nnnn1-c1ccc(-c2ccccc2)cc1	-16.7%	5.9%	2.7%	14.9%	3.6%
COc1ccc(NC(=O)c2c(-c3ccccc3)noc2C)c(OC)c1	-10.9%	-8.5%	-3.8%	-16.4%	i
CCOc1ncccc1C(=O)OCC(=O)N1CCN(S(=O)(=O)c2ccccc2)CC1	7.4%	4.3%	10.7%	-4.2%	6.1%
CCC(C)NS(=O)(=O)c1ccc(NC(=O)CCC2CCCCC2)cc1 (stereo not drawn)	2.5%	-5.2%	-3.0%	-14.7%	0.7%
COc1ccccc1NC(=O)C1CC(C(C)C)OC1=O (stereo not drawn)	.	3.4%	-9.3%	10.4%	1.9%
New compounds follow:
SMILES	influenza NS1A	M. tuberculosis HTS	PhoP GFP inhibition	tuberculosis growth	inhibitors of VEEV	others
Cc1nonc1OCCNCc1c(C(=O)N2CCCCCCC2)nc2ccc(Cl)cn12	-2.2%	0.6%	0.8%	-8.4%	i
CN(Cc1nc(-c2cnccn2)no1)CC1CCN(Cc2ccccc2)CC1	-2.5%	-5.5%	1.4%	5.2%	0.9%
Cc1ccc(-c2nc(C)sc2CC(=O)Nc2nnc(C)s2)cc1	-6.8%	7.7%	-4.8%	-1.7%	0.1%
CCCC(O)(c1ccc(OC)cc1)C(CN1CCOCC1)c1ccccc1 (stereo not drawn)	-1.4%	13.7%	-5.0%	11.7%	1.2%
O=C(NCc1ccccn1)c1ccccc1-c1ccccc1	13.5%	6.0%	-8.3%	-0.5%	i
C=CCc1cc(Cl)ccc1OCCCNC(C)C	-6.0%	-4.4%	18.2%	49.1%	0.5%
O=C(O)CCCNc1n[nH]c(=O)[nH]c1=O	-13.3%	-0.2%	4.5%	6.1%	2.0%
Cn1c(=O)c2c(nc(CN3CCOCC3)n2CCN2CCOCC2)n(C)c1=O	-7.0%	-16.1%	-6.6%	-6.1%	2.1%
O=C(COC(=O)c1ccco1)NC12CC3CC(CC(C3)C1)C2	2.4%	-8.6%	.	-4.1%	1.0%
NC(=O)c1ccc(NC(=O)COC(=O)c2ccccc2Nc2ccccc2)cc1	-5.2%	-5.3%	-10.2%	-13.6%	0.3%	inhibitors of VEEV 10K pilot screen=1.4
O=C(Cn1cc(SCc2ccccc2Cl)c2ccccc21)N1CCOCC1	-1.0%	-6.2%	-27.7%	2.3%	7.2%	inhibitors of VEEV 10K pilot screen=9.2
Cc1cc(N=NC(=O)c2ccccc2)ccc1O	2.7%	11.0%	-6.2%	4.5%	0.4%
CC(C)CCNC(=O)NC(=O)CN1C(=O)NC2(CCCCC2)C1=O	-2.2%	-5.6%	-3.7%	-4.5%	1.5%
COc1ccc(NC(=O)COc2ccc(/C=N/O)cc2OC)cc1	2.2%	21.2%	4.7%	3.9%	1.4%
COCCn1c(SCC(=O)NCC2CCCO2)nc2c(c1=O)SCC2 (stereo not drawn)	-7.8%	-0.5%	-12.0%	4.0%	0.3%
COc1ccc(S(=O)(=O)N(C(=O)c2ccncc2)c2ccc3oc4c(c3c2)CCCC4)cc1	0.2%	-15.0%	-0.5%	29.4%	0.2%	inhibitors of VEEV 10K pilot screen=4.4
COc1cc(-n2c(=O)c3ccccc3n(CC(=O)c3ccc(Br)cc3)c2=O)cc(OC)c1OC	-3.0%	-2.7%	3.4%	-0.3%	1.7%
Cc1cc(C)n(-c2nc3ccccc3nc2Nc2ccc(CC(=O)O)cc2)n1	7.4%	3.3%	-12.7%	21.8%	1.3%
Cc1cccc(C(=O)N/N=C/c2ccc(OC3CSC3)cc2)c1	-1.7%	-3.1%	-4.9%	19.5%	1.0%
Cc1cccc(NC(=O)C(C)C(=O)c2ccccc2)c1 (stereo not drawn)	-12.2%	3.7%	-2.5%	-0.8%	0.3%
CCOc1cc(S(=O)(=O)N2CCN(C(=O)c3ccco3)CC2)ccc1F	0.9%	0.0%	3.8%	18.7%	i
CCOC(=O)CCC(=O)N1CCOCCN(C(=O)CCC(=O)OCC)CCOCC1	-0.2%	-6.7%	1.8%	4.8%	0.5%
Cc1ccc(Cc2c(C)nc3nc(SCC(=O)N4CCC5(CC4)OCCO5)nn3c2C)cc1	2.9%	10.3%	1.1%	1.3%	0.7%
O=C(c1nc2ccccn2c1CNCCn1ccc2ccccc21)N1CCOCC1	-1.0%	-10.2%	-10.1%	-5.3%	0.1%
CCCOc1ccc(-c2cc3onc(-c4ccccc4)c3c(=O)n2C)cc1	-6.5%	6.7%	.	8.0%	1.3%
The list continues:
SMILES	influenza NS1A	M. tuberculosis HTS	PhoP GFP inhibition	tuberculosis growth	inhibitors of VEEV	others
O=Cc1ccc(N2CCCCCC2)cc1	-3.9%	-3.7%	24.8%	10.7%	0.1%
C=CCN(CC=C)Cc1c(C)[nH]c2ccc(C(=O)OCC)cc2c1=O	2.2%	2.1%	-3.7%	43.4%	0.1%
CC(C)c1nc2ccccc2n1CC(O)COC1CCCCC1 (stereo not drawn)	0.1%	-0.8%	8.2%	10.9%	0.3%
O=C(CCC(=O)N1CCN(Cc2ccc(F)cc2)CC1)Nc1nnc(C2CCCCC2)s1	-0.8%	7.7%	-2.2%	11.4%	2.7%
CCN(CC)CCOCCOC(=O)C1(c2ccccc2)CCCC1	-5.8%	3.6%	11.0%	4.4%	3.0%
COC(=O)c1cc(OC)c(OC)cc1NC(=O)c1ccc(OC)c(OC)c1	11.3%	51.9%	9.9%	3.4%	3.5%
Cc1ccccc1NC(=O)CSc1ccsc1[N+](=O)[O-]	4.5%	1.9%	-2.9%	70.6%	0.3%
COc1ccc(NC(=O)N(C)C[C@H]2Oc3ccc(NC(=O)C4CCCCC4)cc3C(=O)N([C@H](C)CO)C[C@@H]2C)cc1	2.5%	5.9%	.	17.1%	0.7%
COCCN(CCOC)S(=O)(=O)c1ccc(C(=O)Nc2ccc(S(=O)(=O)Nc3nccc(C)n3)cc2)cc1	3.7%	-1.8%	-3.0%	33.8%	0.2%
COc1cccc(/C=C/C(=O)Nc2cccc(C(C)=O)c2)c1OC	-9.5%	11.4%	9.1%	6.0%	7.6%
Cc1cc2c(cc1S(=O)(=O)N1CCN(c3ccccc3)CC1)OCCN2C	5.4%	1.4%	4.1%	14.6%	0.2%
CCOC(=O)CNS(=O)(=O)CCN1C(=O)c2ccccc2C1=O	-0.9%	-3.2%	-5.1%	-13.0%	i
Cc1cc(/C=N/n2cnnc2)c(C)n1-c1ccc(OCc2ccc(Cl)cc2Cl)cc1	5.5%	7.25µM*	1.5%	59.6%	1.1%
Cc1ccc(S(=O)(=O)N(CC(=O)Nc2ccccc2C(=O)O)c2ccccc2C)cc1	-2.6%	-0.2%	-4.1%	5.0%	3.2%
O=C(COC(=O)c1ccccn1)NCc1cccs1	2.4%	-0.7%	0.0%	-8.6%	2.5%
Cc1ccc(NC(=O)c2ncn(CCCN3CCN(c4ncccn4)CC3)n2)cc1C	-7.0%	.	.	.	0.6%
Cn1c(=O)cc(OCC(=O)NCc2ccccn2)c2ccccc21	7.0%	-13.3%	-11.2%	-17.3%	0.6%

Molecules above that have an aryl methoxy group, in the order listed:
SMILES	influenza NS1A	M. tuberculosis HTS	PhoP GFP inhibition	tuberculosis growth	inhibitors of VEEV	others
COc1ccc2ccccc2c1/C=N/NC(=O)c1cccc(Br)c1	-1.3%	20.8%	-3.3%	-5.8%	8.4%
COc1cccc(NC(=S)N(CCCN2CCN(C)CC2)Cc2ccco2)c1	8.2%	-1.6%	-9.0%	-15.6%	0.5%
COc1cc2c(C(=O)N3CCCc4ccccc43)cn(C)c(=O)c2cc1OC	-2.5%	-0.1%	-0.3%	4.8%	5.8%
COc1ccc(-n2c(SCC(=O)Nc3ccccc3)nc(O)cc2=O)cc1	-5.5%	0.1%	-1.6%	12.4%	0.7%
COc1ccc(S(=O)(=O)N(CC(=O)NCc2ccco2)C2CCCCC2)cc1OC	-5.2%	-3.0%	-1.9%	60.5%	i
COc1ccc(NC(=O)c2c(-c3ccccc3)noc2C)c(OC)c1	-10.9%	-8.5%	-3.8%	-16.4%	i
COc1ccccc1NC(=O)C1CC(C(C)C)OC1=O (stereo not drawn)	.	3.4%	-9.3%	10.4%	1.9%
CCCC(O)(c1ccc(OC)cc1)C(CN1CCOCC1)c1ccccc1 (stereo not drawn)	-1.4%	13.7%	-5.0%	11.7%	1.2%
COc1ccc(NC(=O)COc2ccc(/C=N/O)cc2OC)cc1	2.2%	21.2%	4.7%	3.9%	1.4%
COc1ccc(S(=O)(=O)N(C(=O)c2ccncc2)c2ccc3oc4c(c3c2)CCCC4)cc1	0.2%	-15.0%	-0.5%	29.4%	0.2%	inhibitors of VEEV 10K pilot screen=4.4
COc1cc(-n2c(=O)c3ccccc3n(CC(=O)c3ccc(Br)cc3)c2=O)cc(OC)c1OC	-3.0%	-2.7%	3.4%	-0.3%	1.7%
COC(=O)c1cc(OC)c(OC)cc1NC(=O)c1ccc(OC)c(OC)c1	11.3%	51.9%	9.9%	3.4%	3.5%
COc1ccc(NC(=O)N(C)C[C@H]2Oc3ccc(NC(=O)C4CCCCC4)cc3C(=O)N([C@H](C)CO)C[C@@H]2C)cc1	2.5%	5.9%	.	17.1%	0.7%
COc1cccc(/C=C/C(=O)Nc2cccc(C(C)=O)c2)c1OC	-9.5%	11.4%	9.1%	6.0%	7.6%

High-throughput results (PubChem BioAssay)
